S1P3 antagonist = blocks the human S1P3 receptor. inhibition, % at 4.98 µM. hit rate 0.27% among 170,000. AID 485. CHO S1P3 NFAT-BLA reporter, FRET fluorescence, antagonist mode;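 active = inhibition above the plate cutoff, the mean inhibition of test wells on that plate plus 3 SD, cut at about 28% in these data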;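 also: cells challenged with S1P at its EC80 of 0.8 µM; blue over green emission ratio from cleaved BLA substrate after 4 h stimulation; 0% = S1P-stimulated wells and 100% = unstimulated DMSO-only wells; some compounds past the cut are filed as inactive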
Target sequence (Q99500 whole entry, looked up): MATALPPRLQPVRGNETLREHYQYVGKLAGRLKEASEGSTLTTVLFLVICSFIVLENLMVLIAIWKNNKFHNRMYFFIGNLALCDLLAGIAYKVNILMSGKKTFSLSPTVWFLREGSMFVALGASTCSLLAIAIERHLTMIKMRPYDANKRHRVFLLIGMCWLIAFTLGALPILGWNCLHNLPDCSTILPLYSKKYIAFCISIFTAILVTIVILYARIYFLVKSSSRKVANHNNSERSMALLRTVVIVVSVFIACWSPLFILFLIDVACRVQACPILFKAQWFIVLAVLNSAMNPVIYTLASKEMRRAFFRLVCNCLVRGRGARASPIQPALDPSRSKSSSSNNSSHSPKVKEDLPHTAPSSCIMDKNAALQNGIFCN
G6PDH counter = inhibits Leuconostoc G6PDH, flagging false hits in G6PDH-based assays; AID 1020; hit rate 0.12% among 200,000; inhibition, % at 5 µM; Purified L. mesenteroides G6PDH, diaphorase/resazurin coupled fluorescence, 45 min
Hsp70 activator = switches on Hsp70 transcription; hit rate 0.04% among 200,000; activation, % at 10 µM; AID 1203; HeLa Hsp70 promoter luciferase reporter, luminescence; scaled: vehicle 0, proteasome-inhibitor control 100%;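 active = activation above the mean across all tested compounds plus 3 SD, cutoff set per campaign, cut at about 5.5% in these data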;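 also: 100% = MG132 at 30 µM as the positive control and 0% = DMSO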
PMI act hi M6P = activators of human phosphomannose isomerase at near-saturating mannose 6-phosphate. P34949. hit rate 0.34% among 190,000. activation factor at 20 µM. coupled PMI enzyme assay, resazurin fluorescence, 20 min; hits give high values; 1 = untreated enzyme, 0 = substrate-free blank;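 active = activation factor of 2 or more at 20 µM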
Target sequence (P34949 whole entry, looked up): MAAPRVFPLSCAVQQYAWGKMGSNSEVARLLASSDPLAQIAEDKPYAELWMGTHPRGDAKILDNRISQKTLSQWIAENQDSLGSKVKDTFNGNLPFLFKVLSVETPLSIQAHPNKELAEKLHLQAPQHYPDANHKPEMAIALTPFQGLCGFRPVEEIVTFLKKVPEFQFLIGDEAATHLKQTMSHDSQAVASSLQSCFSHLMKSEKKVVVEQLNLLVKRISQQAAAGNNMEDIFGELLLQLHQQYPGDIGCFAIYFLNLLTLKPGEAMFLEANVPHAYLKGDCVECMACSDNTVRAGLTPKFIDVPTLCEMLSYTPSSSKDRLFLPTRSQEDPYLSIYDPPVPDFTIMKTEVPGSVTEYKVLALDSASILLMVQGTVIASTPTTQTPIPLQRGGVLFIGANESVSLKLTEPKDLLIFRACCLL
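Test system: human phosphomannose isomerase with PGI, G6PDH, diaphorase coupling enzymes / Doses: 20 µM compound, 1% DMSO / Times: enzyme reaction with compound 20 min at room temperature / Measured by: Diaphorase-driven resazurin-to-resorufin fluorescence, excitation 544, emission 590 nm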
L major viab = inhibitors of Leishmania major promastigote growth | Leishmania major promastigotes, resazurin fluorescence viability | inhibition, % at 10 µM | hit rate 9% among 200,000;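 also: promastigotes grown with compound for 44 hours at 28 °C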
TLR4-MyD88 BLA = inhibitors of human TLR4-MyD88 binding | hit rate 0.18% among 200,000 | O00206+Q99836 | inhibition, % at 8.4 µM | HeLa CL3-4 TLR4/MyD88 BLA complementation, FRET ratio | AID 861; in the data active = inhibition above about 25%;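 also: 0% = vehicle and 100% = reference inhibitor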
Redox H2O2 prof = compounds producing H2O2 with reducing agent – biochemical, NIH compound library profiling, artefact control for MLSCN library redox annotation, primary screen. AID 878. DTT-dependent redox cycling H2O2, phenol red/HRP absorbance; 100% = 100 µM peroxide control, 0% = buffer. hit rate 0.03% among 200,000. activation, % at 10 µM;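 active = activation of at least 50% relative to the plate's high and low controls in the primary single-dose screen; inactive = activation below 50%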;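 also: compound incubated with DTT at 0.8 mM final as the reducing agent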
Diaph act CS = activates diaphorase or chemically reduces, flagging diaphorase assay artifacts | activation factor at 20 µM | Diaphorase/resazurin coupled assay, resorufin fluorescence, 16 min; hits give high values; 1 = vehicle wells, 0 = NADH-free wells | hit rate 0.005% among 190,000;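 active = diaphorase activity raised at least twofold by the compound at 20 µM; inactive = activation factor below 2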
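Test system: Clostridium kluyveri diaphorase, purified enzyme; input: enzyme 0.07 U/mL final; buffer or medium: 50 mM HEPES pH 7.4 with 4.542 mM MgCl2, 0.005% Tween 20; also added: 0.114 mM NADH and 0.1 mM resazurin, final amounts; schedule: 16 min enzyme reaction, ambient temperature; technique: fluorescence of resorufin, 544 nm excitation, 590 nm emission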
Diaph inh CS = diaphorase inhibition or chemical oxidation counter-screen; inhibition, % at 20 µM; diaphorase resazurin-to-resorufin fluorescence, NADH, 16 min; bacterial (C. kluyveri) enzyme, not human; AID 1217; hit rate 0.69% among 190,000;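 active = primary screen inhibition at 20 µM above a set limit, cut at about 50% in these data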;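 also: plate controls were DMSO with full reaction for no effect and wells lacking NADH for full effect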
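Benchmarks: positive control wells lacking NADH, neutral wells with DMSO only. System: bacterial diaphorase enzyme (C. kluyveri). Input: 0.14 U/mL diaphorase, enzyme working solution. Detection: resorufin fluorescence, excitation 544 nm, emission 590 nm. Times: 16-min room-temperature incubation before reading.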
PMI act = increases human mannose-6-phosphate isomerase activity; P34949; AID 1214; hit rate 0.005% among 190,000; activation factor at 20 µM; purified human PMI, coupled resazurin fluorescence, 20 min; hits give high values; 1 = vehicle control, 0 substrate-free wells;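 active = activation factor of 2 or more at 20 µM, relative to plate controls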
RAM network inh = inhibitors of the yeast RAM network. S. cerevisiae dse1pr::URA3 reporter, 5-FOA growth OD615, 2 d; analog-sensitive cbk1-as2 kinase mutant strain. inhibition, % at 50 µM. hit rate 1.8% among 190,000. AID 868;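 active = inhibition above a set limit, 3 SD over mean compound inhibition, cut at about 8.4% in these data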;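 also: 0% = DMSO-only wells with no growth and 100% = 10 µM 1-NA-PP1 full growth; inhibition rescues growth on 5-FOA so higher OD means more RAM inhibition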
* hit, by the source's call; nt = not tested or not shown. Rule as the data show it, unless noted: active = inhibition above about 50%; inactive = the rest.

SMILES	S1P3 antagonist	G6PDH counter	Hsp70 activator	PMI act hi M6P	L major viab	TLR4-MyD88 BLA	Redox H2O2 prof	Diaph act CS	Diaph inh CS	PMI act	RAM network inh
COC(=O)C(C)Sc1nc(NCc2ccccc2)nc(N(C)C)n1 (stereo unspecified)	-11	-4	0.6	1	10	-6	-2.2	0.9	10	1	5.0
Cc1ccccc1OCCn1c(CCNC(=O)C(C)C)nc2ccccc21	-10	-1	-0.2	1	-1	-9	0.7	0.9	8	0.9	2.5
Cc1ccc(-c2nnn(CC(=O)N(CC3CCCO3)C(C(=O)NC3CCCC3)c3ccc(O)cc3)n2)o1 (stereo unspecified)	7	3	0.0	1	-12	-8	0.0	0.9	10	1	0.7
COc1ccc(NC(=O)CN(C)S(=O)(=O)c2ccccc2)c([N+](=O)[O-])c1	nt	2	-0.2	0.8	-4	15	1.4	0.8	18	0.8	1.4
O=C(Nc1ccncc1)c1sc2ccccc2c1Cl	0	2	-0.2	1	5	-4	-1.2	0.8	16	1	2.1
COc1ccc(Nc2nc(NC(C)(C)C)nc(N3CCOCC3)n2)c(OC)c1	-2	5	0.0	0.8	45	6	-0.4	0.9	12	0.9	-0.2
COc1nn(CC(=O)N2N=C(C)CC2(O)C(F)F)cc1[N+](=O)[O-] (stereo unspecified)	nt	3	-0.2	1.1	0	-7	0.8	1	0	1.1	0.6
COc1cc(Cl)c(C)cc1NC(=O)c1ccc(S(C)(=O)=O)cc1	-10	1	-0.1	1.1	6	0	-1.9	0.9	6	1.1	0.1
O=C1CN(C(=O)c2ccc(Cl)nc2)c2ccccc2N1	-21	6	-0.2	1.1	32	0	-2.1	1	0	1.1	1.2
Cc1nn(C)c(-c2n[nH]c(=S)n2-c2ccccc2)c1Cl	-14	-5	-0.2	0.9	-4	-6	-0.4	0.9	14	1	1.3
CN(O)/C=N/C(=S)Nc1ccc(Cl)cc1Cl	12	10	0.0	0.7	3	0	0.3	0.9	11	0.5	-0.5
Cc1cc(C)n(-c2nnc(C)n2/N=C/c2ccccc2O)n1	nt	-2	-0.5	0.9	-2	-11	0.1	0.9	13	0.9	1.2
CN1CCCC(OC(=O)c2ccc3c(c2)OCCO3)C1 (stereo unspecified)	8	3	-0.2	1	7	4	0.7	1	4	1	-1.1
CCC(O)C1CCN(Cc2cn(-c3ccc(OC)cc3)nc2-c2cccc(F)c2)CC1 (stereo unspecified)	16	17	-0.1	1.1	30	-8	-1.1	1	-2	1	0.1
Cc1cc2cc(C)c3nnc(SCC(=O)Nc4ccc(S(=O)(=O)N5CCCCC5C)cc4)n3c2cc1C (stereo unspecified)	3	-4	-0.1	1.1	22	-23	0.2	1	1	1	1.6
CCCCn1c(-c2csc(CCC)c2)n[nH]c1=S	-6	8	-0.1	1	-6	-1	-0.9	0.8	24	0.9	-1.4
CN1CCN(S(=O)(=O)c2cccc(C(=O)NCc3ccccc3Cl)c2)CC1	-7	9	-0.2	0.9	-2	-14	-0.2	0.9	8	1	0.1
CCOC(=O)c1snc(-c2ccc(F)cc2)c1N	-14	11	-0.3	0.9	-2	-6	2.0	0.9	8	1	1.5
CCCOc1ccccc1N/C(=N/c1nc(C)cc(C)n1)NC(=O)Nc1ccc(Cl)cc1	nt	2	-0.3	0.9	12	-10	3.7	1	3	0.9	5.5
NS(=O)(=O)c1ccc(NC(=S)NC(=O)/C=C/c2cccs2)cc1	-2	3	-0.1	1.1	-1	-8	-0.8	1	-1	1	6.1
Cc1nn(C(C)C(=O)N2CCc3ccccc32)c(C)c1[N+](=O)[O-] (stereo unspecified)	nt	11	-0.1	1	-2	14	-7.1	0.9	9	1.1	4.4
CSc1ccccc1NC(=O)CN(c1ccccc1Br)S(C)(=O)=O	-6	11	-0.1	1	47	-8	0.1	0.9	6	1	0.5
COc1ccc(NC(=S)N/N=C/c2cccn2Cc2ccc(F)cc2Cl)cc1	-12	0	0.2	1	19	9	-1.8	0.7	26	0.9	5.6
CCC1Oc2ccc(C)cc2N(CC(=O)N(Cc2ccncc2)Cc2ccco2)C1=O (stereo unspecified)	nt	1	-0.2	1	80*	-3	1.0	0.9	10	1	2.6
O=C(O)Cc1ccc2c(c1)N(S(=O)(=O)c1cccc(C(F)(F)F)c1)CC(C(=O)O)O2 (stereo unspecified)	nt	3	-0.5	1	-7	0	1.3	0.9	12	0.9	0.5
(further entries)
SMILES	S1P3 antagonist	G6PDH counter	Hsp70 activator	PMI act hi M6P	L major viab	TLR4-MyD88 BLA	Redox H2O2 prof	Diaph act CS	Diaph inh CS	PMI act	RAM network inh
CCNS(=O)(=O)c1ccc(NS(=O)(=O)c2cc(C)ccc2C)cc1	12	6	0.0	0.9	-4	-16	0.2	0.9	14	0.9	0.2
CCc1nc(SCC(=O)N2CCCC2)c2ccccc2n1	-8	14	-0.3	0.9	26	-4	4.2	0.9	13	0.9	0.2
O=C(NCCn1cc(SCc2ccccc2)c2ccccc21)c1ccccc1F	-16	17	-0.1	0.9	27	5	0.8	0.8	22	0.9	15*
CCc1c(C)nc2cc(-c3ccc(OC)c(OC)c3)nn2c1N1CCC(C)CC1	nt	10	0.0	0.9	12	-4	1.7	0.7	34	0.9	0.9
O=C(OCc1cccs1)c1ccccc1NS(=O)(=O)c1ccc2c(c1)OCCO2	-55	-10	0.4	0.9	18	-10	2.3	0.8	21	0.8	7.4
COC(=O)c1ccc(NC(=O)C23CCC(C)(C(=O)O2)C3(C)C)cc1 (stereo unspecified)	nt	4	0.1	1.1	2	0	2.7	0.9	12	1.1	0.8
Cc1nc(C(F)(F)F)c(C(=O)NC(=O)Nc2ccc(OC(F)(F)F)cc2)s1	nt	0	-0.5	0.9	2	1	0.7	0.8	16	0.8	4.1
Cc1cnn2c(C3CC3)ccnc12	-11	3	-0.3	1	-3	2	-0.1	1	-4	1	2.4
O=C(O)c1cc([N+](=O)[O-])cc2c1nnn2O	-13	1	-0.1	0.9	-5	1	1.0	0.9	9	1.1	-0.5
CC(C)CN(C)Cc1c(C(=O)N2CCc3ccccc3C2)nc2ccc(Cl)cn12	-21	20	-0.1	1.1	22	-8	-0.1	0.9	10	1	-0.6
C=CCNC(=S)Nc1ccc(OC)c(S(=O)(=O)N2CCOCC2)c1	-14	1	-0.3	1.1	-2	-11	-0.3	0.9	12	1	2.5
COc1ccc(OC)c(-c2nc(C)sc2CC(=O)O)c1	20	4	-0.1	1.1	1	-11	0.5	1	0	1.1	2.1
COc1ccc(N=c2oc3cc(O)ccc3cc2C(=O)NCC2CCCO2)c(OC)c1 (stereo unspecified)	-1	7	-0.1	0.7	11	-14	-0.1	0.9	13	0.8	5.9
O=C(NCCCn1ccnc1)/C(=C\c1cccnc1)NC(=O)c1ccccc1Br	14	0	-0.1	0.9	-5	-7	0.2	0.9	8	1	0.6
O=C(CSc1nncn1-c1cccnc1)N(c1ccccc1)c1ccccc1	-26	-2	0.0	1	6	-3	0.2	1	2	1	2.6
O=C(NCc1ccc(Cl)c(Cl)c1)c1cccnc1	15	1	0.1	0.9	-2	-18	1.4	0.9	13	0.9	0.3
Clc1ccccc1CN1CCN(CCCc2ccccc2)CC1	6	6	-0.2	1.3	93*	-15	-0.6	0.9	15	1.2	0.5
CC(=O)c1c(C)[nH]c2ccccc2c1=O	nt	4	-0.2	1.1	-2	10	2.0	0.9	5	1.1	1.4
CSc1ccccc1NC(=O)COc1ccc(Cl)cc1C	-5	-15	-0.2	0.9	28	2	0.0	0.8	20	0.8	4.4
CCOC(=O)c1c(NC(=O)CSc2nnc3c(n2)[nH]c2ccc(F)cc23)sc(C(C)=O)c1C	nt	8	-0.2	1	1	-2	-5.4	1	4	1.1	3.4

A draw from above in order of length of the SMILES, ascending.
SMILES	S1P3 antagonist	G6PDH counter	Hsp70 activator	PMI act hi M6P	L major viab	TLR4-MyD88 BLA	Redox H2O2 prof	Diaph act CS	Diaph inh CS	PMI act	RAM network inh
Cc1cnn2c(C3CC3)ccnc12	-11	3	-0.3	1	-3	2	-0.1	1	-4	1	2.4
CC(=O)c1c(C)[nH]c2ccccc2c1=O	nt	4	-0.2	1.1	-2	10	2.0	0.9	5	1.1	1.4
O=C(NCc1ccc(Cl)c(Cl)c1)c1cccnc1	15	1	0.1	0.9	-2	-18	1.4	0.9	13	0.9	0.3
CCc1nc(SCC(=O)N2CCCC2)c2ccccc2n1	-8	14	-0.3	0.9	26	-4	4.2	0.9	13	0.9	0.2
COc1ccc(OC)c(-c2nc(C)sc2CC(=O)O)c1	20	4	-0.1	1.1	1	-11	0.5	1	0	1.1	2.1
O=C(CSc1nncn1-c1cccnc1)N(c1ccccc1)c1ccccc1	-26	-2	0.0	1	6	-3	0.2	1	2	1	2.6
CCNS(=O)(=O)c1ccc(NS(=O)(=O)c2cc(C)ccc2C)cc1	12	6	0.0	0.9	-4	-16	0.2	0.9	14	0.9	0.2
O=C(NCCCn1ccnc1)/C(=C\c1cccnc1)NC(=O)c1ccccc1Br	14	0	-0.1	0.9	-5	-7	0.2	0.9	8	1	0.6
O=C(OCc1cccs1)c1ccccc1NS(=O)(=O)c1ccc2c(c1)OCCO2	-55	-10	0.4	0.9	18	-10	2.3	0.8	21	0.8	7.4
CC(C)CN(C)Cc1c(C(=O)N2CCc3ccccc3C2)nc2ccc(Cl)cn12	-21	20	-0.1	1.1	22	-8	-0.1	0.9	10	1	-0.6
Cc1nc(C(F)(F)F)c(C(=O)NC(=O)Nc2ccc(OC(F)(F)F)cc2)s1	nt	0	-0.5	0.9	2	1	0.7	0.8	16	0.8	4.1
CCOC(=O)c1c(NC(=O)CSc2nnc3c(n2)[nH]c2ccc(F)cc23)sc(C(C)=O)c1C	nt	8	-0.2	1	1	-2	-5.4	1	4	1.1	3.4

Source: PubChem (several laboratories)
